Source: PubChem
TrxR1 substrate: is turned over as a substrate by rat TrxR1; Potency, µM (highest dose often 114 µM), inactives show at the top dose activity change, negative = substrate turnover; 390,000 tested, 0.01% active; AID 588456; purified TrxR1 substrate turnover, NADPH consumption readout; O89049; note: potency is the fitted concentration of half-maximal effect; % is set by controls: 0 for no effect and ±100 for the full control effect; nearly all actives have a fitted effect of over 50% in size
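Rat TrxR1, dispensed at 90 nM, was prereduced with 400 uM NADPH (final) for 5 min at ~22 deg C, then incubated with compound 15 min before 400 uM selenite. A first-read NADPH fluorescence drop versus no-compound background flagged substrates.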
LDHA inh: inhibitors of human lactate dehydrogenase A; P00338; purified LDHA, NADH/diaphorase-resazurin fluorescence; active compounds read low; activity change, % (values are at about 110 or 230 µM); 480,000 tested, 0.15% active; AID 1347041; in the data active = activity change below about -30%; inconclusive = mostly about -25% to -30%;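 note: plate controls were DMSO wells for no effect and wells without enzyme for full effect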
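Resorufin fluorescence (ex540/em590), read at 0 and 20 min after diaphorase/resazurin addition, reports the NADH left after a 5 min room-temperature reaction of 2 nM human LDH5 with 0.06 mM NADH and 0.2 mM pyruvate.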
RXFP1 agonist: RXFP1 (human) receptor agonism; HEK293T-RXFP1 cAMP TR-FRET, 30 min; response scale: percent of porcine relaxin response, buffer zero; Potency, µM (doses to about 57.5 µM), inactives show at the highest dose activation, most hits filed as activators; 370,000 tested, 0.3% active; AID 2676; note: potency is the fitted concentration of half-maximal effect; % is set by controls: 0 for no effect and ±100 for the full control effect; nearly all actives have a fitted effect of over 60% in size; many of its hits are not listed in these tables
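cAMP rise read by TR-FRET after 30 min, 37C compound exposure (up to 58 uM) in RXFP1-transfected HEK293 cells with Ro 20174 present. EC50 from Hill-equation fits, with 29 nM porcine relaxin as 100% and buffer as basal.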
mIDH1 inhibitor: human IDH1 R132H inhibition; O75874; IDH1-R132H enzyme, NADPH consumption, diaphorase/resazurin fluorescence; Potency, µM (doses to about 76.6 µM), for inactives: at the top dose activity change, negative = inhibition, actives largely listed as inhibitors; 390,000 tested, 0.093% active; note: potency is the fitted concentration of half-maximal effect; % is set by controls: 0 for no effect and ±100 for the full control effect; nearly all actives have a fitted effect of over 65% in size
Target sequence (O75874 whole entry R132H, stated change not applied): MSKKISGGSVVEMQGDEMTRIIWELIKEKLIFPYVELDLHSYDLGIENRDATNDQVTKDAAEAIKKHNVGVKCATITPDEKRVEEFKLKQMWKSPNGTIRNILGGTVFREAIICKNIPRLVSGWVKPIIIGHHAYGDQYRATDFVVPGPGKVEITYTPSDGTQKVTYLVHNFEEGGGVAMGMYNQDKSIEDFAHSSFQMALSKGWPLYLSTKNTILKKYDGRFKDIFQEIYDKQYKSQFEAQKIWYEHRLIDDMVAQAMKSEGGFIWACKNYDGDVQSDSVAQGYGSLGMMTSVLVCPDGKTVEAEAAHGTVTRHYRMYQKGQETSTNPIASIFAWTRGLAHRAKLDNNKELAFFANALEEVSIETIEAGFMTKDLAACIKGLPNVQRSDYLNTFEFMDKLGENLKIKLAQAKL
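IDH1-R132H (0.5 ug/mL) preincubated 30 min with compound, then NADPH (0.016 mM) and alpha-KG (2 mM) added; 80 min at RT, pH 7.5. Remaining NADPH coupled via diaphorase/resazurin to fluorescence (540/590 nm); concentration-response curves normalized to no-enzyme control.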
Vif-APOBEC3G blk: Vif-A3G binding inhibition; Q9HC16; HeLa A3G-eYFP + Vif (tagged APOBEC3G with the HIV-1 protein that degrades it), YFP fluorescence, overnight; Potency, µM (highest dose often 46.1 µM), for inactives: at the top dose activity, negative = active, most hits filed as inhibitors; 410,000 tested, 0.076% active;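 note: potency is the fitted concentration of half-maximal effect; % is set by controls: 0 for no effect and ±100 for the full control effect; nearly all actives have a fitted effect of over 60% in size; hits raise eYFP signal because A3G escapes Vif-driven loss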
Target sequence (Q9HC16 whole entry, looked up): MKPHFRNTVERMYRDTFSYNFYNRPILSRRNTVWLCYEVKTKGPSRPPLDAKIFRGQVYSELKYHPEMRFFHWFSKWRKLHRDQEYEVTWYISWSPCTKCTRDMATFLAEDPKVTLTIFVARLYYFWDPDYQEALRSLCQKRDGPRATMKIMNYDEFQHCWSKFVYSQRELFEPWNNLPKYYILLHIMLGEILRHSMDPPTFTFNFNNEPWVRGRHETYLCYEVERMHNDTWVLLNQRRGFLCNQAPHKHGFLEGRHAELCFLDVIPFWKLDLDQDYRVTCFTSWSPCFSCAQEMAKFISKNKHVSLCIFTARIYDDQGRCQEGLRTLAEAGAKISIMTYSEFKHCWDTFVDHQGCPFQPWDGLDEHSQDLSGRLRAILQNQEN
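Read-out is eYFP fluorescence (Ex 488/Em 500-530) from Vif-expressing HeLa A3G-eYFP cells; more signal means A3G escaped Vif-mediated degradation. Cells plated overnight, compound pinned in, incubated overnight at 37 deg C.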
USP1 inh: blocks the human USP1/UAF1 deubiquitinase complex | O94782 | recombinant USP1/UAF1, Ub-Rhodamine cleavage fluorescence | Potency, µM (highest dose often 57.1 µM), without a hit: at the top dose activity change, negative = inhibition, most hits filed as inhibitors | 390,000 tested, 0.23% active | AID 743255; note: potency is the fitted concentration of half-maximal effect; % is set by controls: 0 for no effect and ±100 for the full control effect; nearly all actives have a fitted effect of over 60% in size; inactives centre near -12
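In this screen, compounds sit with the deubiquitinase complex (1nM) for 15 min at room temperature before Ub-Rho is added at 150nM final. Fluorescence rise is then followed for 6 reads every 60 seconds.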
Vif-APOBEC3F blk: Vif-A3F binding inhibition | HeLa A3F-eYFP + Vif (tagged APOBEC3F with the HIV-1 protein that degrades it), YFP fluorescence increase | Potency, µM (doses to about 46.1 µM), for inactives: at the top dose activity, negative = active | 390,000 tested, 0.2% active | AID 602313; note: potency is the fitted concentration of half-maximal effect; % of control where 0% means no effect; nearly all actives have a fitted effect of over 65% in size
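Fluorescence increase (Ex 488/Em 500-530) after overnight compound treatment at 37 deg C flags inhibition of Vif-driven A3F-eYFP loss in stable HeLa A3F-eYFP/Vif cells seeded overnight beforehand.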
Glioma ERSR ind: inducers of ER stress response in human glioma cells; U87-MG GRP78 promoter luciferase reporter, 16 h; Potency, µM, for the others: top-dose activation, most hits filed as activators; 420,000 tested, 0.02% active; AID 602332; note: potency is the fitted concentration of half-maximal effect; series mostly up to about 76 µM; % of control where 0% means no effect; nearly all actives have a fitted effect of over 35% in size
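Stably transfected U87-MG human glioma cells carrying a GRP78-based luminescent sensor were seeded at 1000 cells/well, pin-dosed with compounds and incubated 16 h. Luciferase reagent was then added, and end-point luminescence was read after 10 min at room temperature.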
PI4K2A inh: PI4K2A (human) kinase inhibition. Q9BTU6. purified PI4K2A, ADP-Glo luminescence, 1 h; active compounds read low. activity change, negative = inhibition, % at 76.9 µM. 420,000 tested, 0.13% active; in the data active = activity change below about -50%; inconclusive = mostly about -30% to -49%;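 note: -100% = wells without enzyme as full effect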
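Compounds are screened against recombinant PI4K2A using PI as substrate and ATP, the latter dispensed at 300 microM. Reactions run one hour at ambient temperature before ADP-Glo detection; full inhibition defined by wells lacking enzyme.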
Starred values were filed as active, the others as inactive; ? = inconclusive; / = no result given; [ ] = remark or other dose. Unless noted, calls come from the whole dose curve; as a rule, active = well fitted curve in the direction sought with a large enough effect; inconclusive = small, poorly fitted or top-dose-only effect, or another doubt; inactive = no such curve, though single readings can be large; an effect the other way counts as inactive or inconclusive. Not all compounds are listed; the hit share may differ from the screen's.

SMILES	TrxR1 substrate	LDHA inh	RXFP1 agonist	mIDH1 inhibitor	Vif-APOBEC3G blk	USP1 inh	Vif-APOBEC3F blk	Glioma ERSR ind	PI4K2A inh
O=S(=O)(Nc1ccc(Br)cc1F)c1ccc2nc(-c3ccccc3)[nH]c2c1	1%	-5	-0.4%	-11%	-8%	-16%	-7%	5%	0
O=C(COc1cccc2cccnc12)NCc1cccs1	3%	8	-0.6%	-3%	4%	-28%	-15%	0%	-2
CC(=O)C[C@H](O)CC(=O)[C@@H]1OC(=O)CCCCCCCCc2ccccc21	10%[57.1 µM]	1	/	6%	-5%	-28%	-3%	-2%	-1
COc1cc2c(cc1OC)CN(C(=S)Nc1ccc(OC(F)F)cc1)CC2	-2%[57.1 µM]	1	-2.2%	2%	2%	-5%	-2%	-4%	-13
CCOc1ccccc1CNC(=O)C1CCCN(c2ncnc3c2nc2n3CCCCC2)C1 (centres undefined)	1%	-1	0.8%	0%	-5%	-6%	-9%	-1%	-1
CCC[C@H]1CN(Cc2ccccc2)C(=O)[C@@H]1CC(=O)NC	/	-2	/	5%	-6%	?	6%	-4%	4
CN(C)c1cccc(C(=O)N2CCCC(CCC(=O)N3CCN(c4ccccn4)CC3)C2)c1 (centres undefined)	-2%	-1	3.8%	0%	0%	-4%	-1%	2%	1
CCC1=C(Nc2ccccc2)COC1=O	/	-10	/	5%	-5%	-4%	-5%	5%	-1
Cc1ccc([C@@H]2CC=C(C(=O)O)[C@H](c3ccc(C(C)(C)C)cc3)N2S(=O)(=O)c2ccc(C)cc2)cc1	-1%	0	/	9%	-2%	?	-10%	0%	-1
Cc1ccc(-c2nnn(CC(=O)N(CCN3CCOCC3)C(C(=O)NC(C)(C)C)c3ccc(C)o3)n2)cc1 (centres undefined)	2%	-8	0.0%	-1%	-1%	-13%	6%	-3%	5
Brc1ccc2nc(-c3ccncc3)c(NC3CCCC3)n2c1	1%	-4	2.3%	2%	2%	-22%	-1%	-2%	6
COc1ccccc1COc1ccc2c(C)c(CCC(=O)O)c(=O)oc2c1C	25%[57.1 µM]	-8	0.2%	3%	-2%	-21%	-9%	-2%	-1
CC1(C(=O)N(Cc2ccccc2)Cc2ccccc2)CC1(Br)Br (centres undefined)	-4%	-3	0.8%	-3%	0%	-17%	-25%	-2%	5
CN1CCN(C(=O)/C=C/c2ccc([N+](=O)[O-])cc2)CC1	-10%	-8	0.8%	2%	0%	-5%	0%	-2%	0
CC(C)Cn1c(N)c(C(=O)COC(=O)c2ccccc2F)c(=O)n(C)c1=O	-9%	-24	1.2%	9%	-1%	-11%	2%	-5%	1
COc1ccc(NC(=O)C2CCCN(S(=O)(=O)c3cccc4nonc34)C2)cc1Cl (centres undefined)	-2%	4	4.4%	14%	0%	-22%	?	-3%	8
Cc1ccc(S(=O)(=O)NC(CC(=O)O)c2cccs2)cc1 (centres undefined)	6%[57.1 µM]	-2	3.1%	-5%	-6%	-21%	5%	3%	-6
COc1ccc(OC)c(S(=O)(=O)Oc2ccc(N)c3ccccc23)c1	2%	9	/	4%	-8%	?	2%	-4%	-1
Fc1ccccc1Cn1cc(C(=S)N2CCOCC2)c2ccccc21	0%	-7	0.6%	-7%	1%	-24%	?	-4%	-3
CCc1ccc(N2C(=O)CN(Cc3ccccc3)C2=S)cc1	2%	-3	5.9%	-7%	4%	-10%	-21%	-4%	0
O=C(NCCCN1CCc2ccccc2C1)C1CCN(S(=O)(=O)N2CCCC2)CC1	-3%	1	0.4%	4%	0%	-9%	2%	-4%	2
Cc1ncc([N+](=O)[O-])n1S(=O)(=O)c1cc(Br)ccc1Br	-6%	-1	-0.8%	-2%	2%	1%	2%	-3%	-1
CCCN1C2CCCC1CC(NC(=S)Nc1ccc(OC)cc1)C2 (centres undefined)	1%	-2	1.4%	-6%	2%	-9%	1%	-5%	6
Cc1cc(SCc2ccc(Cl)cc2Cl)nc(=O)[nH]1	-2%	-9	2.4%	3%	?	3%	-6%	-3%	3
Cc1ccc(N2C(=O)c3ccccc3C2C(=O)c2ccc(O)cc2O)cc1 (centres undefined)	-11%	31	0.7%	13%	-3%	-27%	-4%	2%	-12
Other records
SMILES	TrxR1 substrate	LDHA inh	RXFP1 agonist	mIDH1 inhibitor	Vif-APOBEC3G blk	USP1 inh	Vif-APOBEC3F blk	Glioma ERSR ind	PI4K2A inh
CCCCN(C)CCCNC(=O)c1ccc2nc(N3CCCCC3)sc2c1	5%	-1	1.5%	-8%	1%	?	-5%	4%	0
CCOC(=O)CC1C(=O)NCCN1C(=O)c1sc2ccccc2c1Cl (centres undefined)	-7%	-10	0.4%	-6%	2%	-15%	1%	1%	1
CS(=O)(=O)Nc1ccc2c(c1)[C@H]1C[C@H](CC(=O)NCc3cccc(F)c3)O[C@@H](CO)[C@H]1O2	/	-16	/	0%	-5%	-22%	-9%	1%	-4
O=C(CN1C(=O)C(=O)c2ccccc21)NC1CCCCC1	-6%	7	0.4%	9%	0%	-11%	-1%	0%	5
Cc1cc(=O)c(C(=O)OC(C)C(=O)NC(N)=O)nn1-c1ccc(Cl)cc1 (centres undefined)	2%	-8	0.8%	5%	-2%	-18%	-9%	0%	-3
CC(C)=CCn1c2ccc(NC(=O)Nc3cccnc3)cc2c(=O)n1C	/	3	/	/	-1%	/	/	4%	-6
COc1ccc(/C=C/C(=O)NCc2ccccn2)cc1OC	6%	-5	0.5%	-5%	1%	-10%	14%	-1%	-3
O=C(Nc1ncn[nH]1)c1c(Cl)ccc(Cl)c1Cl	4%[57.1 µM]	-2	-1.5%	13%	4%	-9%	5%	-5%	-7
COc1ccc(CCNc2oc(COc3cccc(C)c3)nc2C#N)cc1OC	1%	-5	0.4%	0%	4%	-20%	3%	-5%	1
COc1ccc(-c2cc3n(n2)CCc2nc4ccccc4n2-3)cc1	9%	-6	0.9%	4%	-6%	-12%	-3%	4%	-3
CCOC(=O)COc1ccc(S(=O)(=O)Nc2cccc(SC)c2)cc1	1%	6	0.9%	5%	-7%	-12%	-8%	-3%	-4
COc1cc(CC(=O)Nc2nc(-c3ccccc3)c(C(C)=O)s2)cc(OC)c1OC	7%	3	-2.3%	9%	-10%	-13%	15%	-3%	-3
Cc1ccc(CNC(=O)C(C)n2ccc3cc(S(=O)(=O)N4CCCC4)ccc32)cc1 (centres undefined)	12%	-4	8.4%	-1%	0%	-11%	1%	-3%	2
COc1ccc([N+](=O)[O-])c2c(=O)ccoc12	-11%	-4	2.8%	6%	2%	-17%	6%	-3%	-1
C/C(=N/NC(=O)c1cccs1)c1ccc(NC(=O)COc2ccc(Cl)cc2)cc1	28%	-5	0.3%	-3%	-2%	-15%	-6%	5%	-4

At a glance, 13 of the compounds above:
SMILES	TrxR1 substrate	LDHA inh	RXFP1 agonist	mIDH1 inhibitor	Vif-APOBEC3G blk	USP1 inh	Vif-APOBEC3F blk	Glioma ERSR ind	PI4K2A inh
CS(=O)(=O)Nc1ccc2c(c1)[C@H]1C[C@H](CC(=O)NCc3cccc(F)c3)O[C@@H](CO)[C@H]1O2	/	-16	/	0%	-5%	-22%	-9%	1%	-4
O=C(CN1C(=O)C(=O)c2ccccc21)NC1CCCCC1	-6%	7	0.4%	9%	0%	-11%	-1%	0%	5
Cc1cc(=O)c(C(=O)OC(C)C(=O)NC(N)=O)nn1-c1ccc(Cl)cc1 (centres undefined)	2%	-8	0.8%	5%	-2%	-18%	-9%	0%	-3
CC(C)=CCn1c2ccc(NC(=O)Nc3cccnc3)cc2c(=O)n1C	/	3	/	/	-1%	/	/	4%	-6
COc1ccc(/C=C/C(=O)NCc2ccccn2)cc1OC	6%	-5	0.5%	-5%	1%	-10%	14%	-1%	-3
O=C(Nc1ncn[nH]1)c1c(Cl)ccc(Cl)c1Cl	4%[57.1 µM]	-2	-1.5%	13%	4%	-9%	5%	-5%	-7
COc1ccc(CCNc2oc(COc3cccc(C)c3)nc2C#N)cc1OC	1%	-5	0.4%	0%	4%	-20%	3%	-5%	1
COc1ccc(-c2cc3n(n2)CCc2nc4ccccc4n2-3)cc1	9%	-6	0.9%	4%	-6%	-12%	-3%	4%	-3
CCOC(=O)COc1ccc(S(=O)(=O)Nc2cccc(SC)c2)cc1	1%	6	0.9%	5%	-7%	-12%	-8%	-3%	-4
COc1cc(CC(=O)Nc2nc(-c3ccccc3)c(C(C)=O)s2)cc(OC)c1OC	7%	3	-2.3%	9%	-10%	-13%	15%	-3%	-3
Cc1ccc(CNC(=O)C(C)n2ccc3cc(S(=O)(=O)N4CCCC4)ccc32)cc1 (centres undefined)	12%	-4	8.4%	-1%	0%	-11%	1%	-3%	2
COc1ccc([N+](=O)[O-])c2c(=O)ccoc12	-11%	-4	2.8%	6%	2%	-17%	6%	-3%	-1
C/C(=N/NC(=O)c1cccs1)c1ccc(NC(=O)COc2ccc(Cl)cc2)cc1	28%	-5	0.3%	-3%	-2%	-15%	-6%	5%	-4
